# NCI-60 one-dose screen, 48 h, at 10 µM unless noted. Numbers give growth in % (100 = growth as untreated, 0 = no growth, -100 = all killed).
# HCT-116: HCT-116 colon cancer; hit rate 7.3% among 82,000
# OVCAR-4: OVCAR-4 ovarian cancer cells; hit rate 3.7% among 80,000; AID 1794784
# HT29: HT29 colon cancer; hit rate 7.4% among 81,000; AID 1794748
# HCT-15: HCT-15 colon cancer; hit rate 5.2% among 82,000; AID 1794746
# SW-620: SW-620 colon cancer; hit rate 5.2% among 82,000; AID 1794795
# KM12: KM12 colon cancer cells. hit rate 5% among 82,000. AID 1794800
# IGROV1: IGROV1 ovarian cancer; hit rate 4.7% among 79,000; AID 1794786
# SK-OV-3: SK-OV-3 ovarian cancer cells | AID 1794785 | hit rate 3.2% among 80,000
# COLO 205: COLO 205 colon cancer; hit rate 7.3% among 79,000; AID 1794742
# An asterisk follows results filed as active; x = not tested or not shown; & = joins results of further samples; [ ] = remark or other dose. Rule for the calls: active = growth percent below 10; inactive = the rest.
SMILES,HCT-116,OVCAR-4,HT29,HCT-15,SW-620,KM12,IGROV1,SK-OV-3,COLO 205
N#Cc1c(NCc2ccccc2I)sc2c1CCCC2,86,90,92,98,93,93,62,90,97
CCCS(=O)(=O)Oc1ccc2c3c(c(=O)oc2c1)CCCCC3,97,101,71,93,102,106,121,118,100
CC(CN(C)C)CN1c2ccncc2Sc2ccncc21 (stereo not given),103,115,109,102,104,103,x,108,110
COc1ccc(NCc2cn(-c3ccc(C(=O)O)cc3)nc2-c2ccc(C(=O)O)cc2)cc1C(F)(F)F,104,93,101,105,97,102,100,x,111
O=C(NCCCl)c1cccc(F)c1,97,114,107,103,107,116,129,100,109
OC(CNc1ccnc2cc(Cl)ccc12)CNc1ccnc2cc(Cl)ccc12,5.7*,48,7.7*,97,-31*,45,88,113,-55*
CCN(CC)CCC(=O)c1ccc(OC)c2ccccc12,88,98,109,107,93,82,92,98,109
Nc1cccc(OCCCCCOc2cccc(N)c2)c1,72,96,101,57,56,45,75,113,134
COc1ccc(N2CCN(/C(=N\c3sc(-c4ccccc4)nc3-c3ccccc3)c3ccccc3)CC2)cc1,95,84,88,97,95,99,112,103,109
NC1CCC(Nc2nc(NCc3ccc(-c4ccccc4O)nc3)c3ncn(C4CCCC4)c3n2)CC1 (stereo not given),-56*,6.5*,-22*,-4.2*,0.4*,-16*,8.3*,8.5*,-70*
COc1cccc(C(=O)NNc2nc(Cl)nc(N3CCN(C(c4ccccc4)c4ccccc4)CC3)n2)c1,39,72,20,13,34,90,2.8*,96,77
C/C(=N/NC(N)=S)c1sc(Nc2ccccc2)nc1C,103,97,106,80,98,112,84,x,114
CNCCCNc1nc2ccccc2c2c(=O)c3cc(F)ccc3sc12,-67*,20,-40*,3.5*,-71*,-44*,41,75,-48*
O=C(Cn1nnc2ccccc21)N/N=C/c1ccncc1,93,106,100,97,95,91,101,110,104
COc1ccc(/C=N/NC(=O)Cn2c(C(C)C)nc3ccccc32)cc1,90,109,108,98,89,99,94,101,109
C#C[C@]1(O)CC[C@H]2[C@@H]3CC=C4c5sc(-c6ccccc6C)nc5CC[C@]4(C)[C@H]3CC[C@@]21C,94,100,94,79,92,75,95,109,118
CCOC(=O)N(C1CCCCC1)C1CCCCC1,97&76,105&98,111&102,107&103,105&99,103&100,105&113,126&113,128&106
NCCNCc1ccccc1,106,106,111,107,103,107,105,111,107
Cc1ccc(-c2nn(-c3ccccc3)cc2C=C2C(=O)ON=C2C(C)C)cc1,26,85,45,63,47,70,55,110,114
OC1CSSC1Cn1cnc2c(Nc3ccc(F)c(Cl)c3)ncnc21 (stereo not given),75,91,83,92,104,73,93,107,111
CCCn1c(=O)c2[nH]c(-c3ccc(OCc4nc5ccc(C#N)cc5[nH]4)cc3)nc2n(CCC)c1=O,58,79,88,85,81,76,62,86,95
O=C(CSc1nnc(-c2cccs2)n1-c1ccccc1)Nc1ccccc1,75,56,91,80,87,85,90,80,104
CC(=O)Nc1ccc2c3c(ccc([N+](=O)[O-])c13)CC2,103,106,107,102,108,97,117,101,104
Clc1cc(Br)ccc1-c1ccc(CNCC2CCNCC2)o1,41,-41*,32,55,24,54,54,67,28
CC(=O)N1C(=S)NC(=O)C1CC(C)C (stereo not given),106,100,115,100,102,101,104,101,110
# Continuation:
SMILES,HCT-116,OVCAR-4,HT29,HCT-15,SW-620,KM12,IGROV1,SK-OV-3,COLO 205
N#Cc1c(N)nc(Nc2nc3ccccc3[nH]2)nc1-c1ccc(Cl)cc1Cl,103,113,106,105,x,110,90,103,105
CNC(=O)c1cc(N2CCc3cc(NC(=O)Nc4ccc(Cl)c(C(F)(F)F)c4)ccc32)ccn1,39,56,61,28,88,17,58,87,58
CC(=O)OC1C[N+](C)(C)CCCC1(c1ccccc1)c1ccccc1 (stereo not given),89,102,93,102,104,100,102,88,110
C=C1CC[C@@H]2[C@](C)(COC(C)=O)[C@H](OC(C)=O)CC[C@@]2(C)[C@@H]1CC(NCCCC)C1=CCOC1=O (stereo not given in full),80,86,83,97,95,93,80,92,82
Cc1cc(=O)oc2cc(OCCCCOc3ccc(/C=C/C(=O)Nc4ccc(F)c(Cl)c4)cc3)ccc12,88,38,111,97,97,91,109,122,115
Nc1c(C(=O)Nc2ccccc2Cl)sc2nc3c(cc12)CCCCCCCC3,110,97,81,82,83,86,101,87,100
CCOC(=O)c1c(C)nc2ccccc2c1/C=C/c1cccc(OC)c1,74,82,81,86,90,94,102,80,101
Cc1ccc(NC(=O)NNC(=O)/C=C/c2cn(-c3ccccc3)nc2-c2ccc(C)cc2)cc1,70,88,74,97,67,101,78,96,91
CC(=O)Oc1ccccc1C,102,x,95,117,101,109,104,110,103
FCc1nc2nc(Cl)c(Cl)nc2[nH]1,101,x,99,103,103,104,108,97,109
COc1cc(/C=C2/C=C(c3ccc(Cl)cc3)N(CCc3ccc(S(N)(=O)=O)cc3)C2=O)cc(OC)c1OC,21,93,82,84,99,95,99,94,102
COC(=O)c1ccc(Nc2nc(N)nn2Cc2cccc(Br)c2)cc1,97,102,104,100,x,104,97,97,111
COC1OC2COC(c3ccccc3)OC2C(O)C1N (stereo not given),109,101,108,99,130,103,x,108,102
Cc1ccc(-c2cc3nc(C(Cl)Cl)nc(-c4ccccc4C)n3n2)cc1,50,75,8.1*,33,46,26,84,x,54
CC[C@@H](C)[C@H](NC(=O)Cn1cc(CNC(=O)[C@@H](NC(=O)OCc2ccccc2)C(C)C)nn1)C(=O)O,107,111,x,111,105,109,113,109,124
C=C(C)[C@@H]1CC[C@]2(C(=O)NCCCO)CC[C@]3(C)[C@H](CC[C@@H]4[C@@]5(C)CCCNC(C)(C)[C@@H]5CC[C@]43C)[C@@H]12,54,69,7.2*,69,75,85,76,86,-63*
N#Cc1c(NC(=O)c2ccc([N+](=O)[O-])o2)[n+]([O-])c2ccc(F)cc2[n+]1[O-],97,94,103,99,102,110,98,105,105
NC[C@@](O)(c1ccc(Cl)cc1)c1ccc(-c2cn[nH]c2)cc1,0.5*,17,1.5*,9.5*,7.7*,17,-18*,20,-23*
CCCCSc1nc(N)nc2nc[nH]c12,102,107,93,101,97,105,101,97,105
CSc1nc2c(c(=O)[nH]1)C(c1ccc(C)cc1)C1=C(N2)/C(=C/c2ccc(C)cc2)CN(C)C1 (stereo not given),83,91,98,105,105,102,103,102,133
O=C(Nc1cccc([N+](=O)[O-])c1)OCC#CCCl,65,63,65,64,92,69,73,80,94
Cc1ccc(N=C=O)cc1N1C(=O)N(c2cc(N=C=O)ccc2C)C1=O,91,108,99,103,105,102,95,90,110
Cc1cc(C)n(N)c(=O)c1C#N,106,104,102,100,102,108,109,118,123
O=c1[nH]c2cc3c(cc2n2cccc12)oc1ccccc13,107,102,101,103,107,105,108,107,120
O=S(=O)(NO)c1ccc(Cl)cc1,112,103,92,96,102,107,110,92,101
# The listing continues.
SMILES,HCT-116,OVCAR-4,HT29,HCT-15,SW-620,KM12,IGROV1,SK-OV-3,COLO 205
Cc1ccc(S(=O)(=O)N(C)c2ccc3c(c2)C(=O)c2ccccc2-3)cc1,89,88,97,93,97,94,97,103,93
Clc1ccc(-c2nnc(CNc3ccccn3)o2)cc1,101,100,99,100,97,99,x,89,94
CCN1CC2=C(Nc3nc(SC)[nH]c(=O)c3C2c2ccc3c(c2)OCO3)/C(=C/c2ccc3c(c2)OCO3)C1 (stereo not given),95,106,107,106,104,109,109,117,121
Cc1cnc(Nc2ccc(OCCN3CCCC3)cc2)nc1Nc1cccc(S(=O)(=O)NC(C)(C)C)c1,1.0*,26,-42*,5.6*,-21*,5.7*,-12*,-87*,-68*
CC1(C)CC[C@]23CC[C@]4(C)[C@H](CC[C@@H]5[C@@]6(C)C=CC(=O)C(C)(C)[C@@H]6CC[C@]54C)[C@H]2[C@H]1OC3=O,95,94,101,97,89,89,105,110,116
CC(CCC(=O)O)(NC(=O)c1ccc([N+](=O)[O-])cc1)C(=O)O (stereo not given),99,111,109,113,103,99,115,96,107
Cc1cc(CSC(=N)N)c(CSC(=N)N)cc1C,90,113,109,109,110,111,x,116,106
NC(=O)c1nc2c([nH]c1=O)CCCC2,109,109,101,102,101,99,115,95,101
CC(=O)NC1=C(C#N)C(c2ccccc2Cl)c2c(ccc3ccccc23)O1 (stereo not given),48,89,52,32,43,51,46,85,80
CN[C@@H]1CCC[C@H](NCCCc2ccc(F)cc2)[C@H]1c1ccccc1Cl,67,83,50,88,84,99,72,93,72
CC12CCCCC1=C(Nc1ccc(F)cc1)C(=O)O2 (stereo not given),63,68,61,92,72,56,80,100,61
O=C(/C=C/c1cc2ccc1CCCCc1ccc(cc1)CCCC2)c1ccc(NC(=O)c2ccccc2CN2C(=O)c3ccccc3C2=O)cc1,98,93,102,103,96,101,102,102,103
O=S1(=O)c2ccccc2NC(c2ccccc2)C1c1ccccc1 (stereo not given),83,92,101,101,105,108,97,116,x
COc1ccc(/C=c2\nc3n(-c4ccccc4)c4nnc(CC#N)n4n-3c2=O)cc1,97,99,120,98,98,100,91,x,112
Brc1ccc2c(c1)-c1ccccc1C1=NCCN12,-13*,0.9*,-15*,1.5*,-34*,11,27,-3.4*,-54*
O=c1ccc(=O)n(-c2nc(-c3ccc(Br)cc3)cs2)[nH]1,74,87,82,45,98,89,77,94,107
COc1cc(/C=C/C(=O)CC(=O)/C=C/c2ccc(O)c(OC)c2)ccc1O,1.0*,66,-20*,14,23,0.6*,x,75,86
Cc1ccccc1NC(=O)Oc1ccc(Cl)cc1C(=O)c1ccccc1,90,102,100,94,99,90,101,95,109
N=C1NC(=O)C/C1=C1/Nc2ccccc2S1,84,86,83,90,83,81,67,86,92
N#C/C(=C1C=C/C(=N/O)C(Br)=C/1)c1ccccc1,-15*,42,9.0*,23,13,-33*,4.8*,29,83
O=C1OC(c2ccccc2)=N/C1=C\c1cccc([N+](=O)[O-])c1,102,110,103,99,113,99,98,107,112
Cc1[nH]nc2c1C(c1ccccc1)N(Cc1ccccc1)OC2 (stereo not given),99,96,105,100,108,105,103,113,107
C=C(C)[C@@H]1CC[C@]2(C)[C@H](CC[C@@H]3[C@@H]([C@@](C)(O)CCC=C(C)C)CC[C@]32C)[C@@]1(C)CCC(=O)O,-39*[100 µM],x,2.7*[100 µM],-16*[100 µM],0.9*[100 µM],-55*[100 µM],-24*[100 µM],18[100 µM],-69*[100 µM]
COc1cccc(NC(=O)[C@H](C(C)C)n2c(=O)[nH]c3ccccc3c2=O)c1,113,105,101,104,103,104,113,101,108
CC1=NN(c2cccc(Cl)c2)C(=O)/C1=C\c1coc2ccccc2c1=O,106,100,115,93,99,113,106,104,138
# Carrying on.
SMILES,HCT-116,OVCAR-4,HT29,HCT-15,SW-620,KM12,IGROV1,SK-OV-3,COLO 205
c1ccc(Cc2ccccc2)cc1,114,109,118,99,106,99,x,113,125
Cc1cc(Cl)ccc1NS(=O)(=O)c1ccc(-c2cnc(C3CC3)o2)cc1,13,40,5.0*,14,22,16,23,51,-11*
O=C(COc1cccc(/C=C2\Cc3ccc(Cl)cc3C2=O)c1)Nc1nc2ccccc2s1,88,104,114,94,109,118,48,112,113
CC(C)CCN1C(=O)C(O)(CC(=O)c2ccc(C#N)cc2)c2ccccc21 (stereo not given),101,124,119,108,96,86,x,120,110
O=S(O)(O)=S,104,113,102,110,101,96,105,106,115
c1ccc(Nc2c(-c3c[nH]c4ccccc34)nc3sc4ccccc4n23)cc1,93,92,107,104,96,100,91,93,105
O=c1oc2ccccc2cc1-c1cc2ccccc2[nH]1,102,91,105,100,105,97,70,85,122
CN1C(=O)/C(=C/c2nc(-c3ccccc3F)n3ccccc23)c2ccccc21,76,74,67,96,85,97,55,87,105
CC(C)CCc1nc2ccc(NCc3ccc(OCCN4CCCC4)cc3)cc2[nH]1,73,88,51,89,94,100,102,110,104
CC(C)NC(=S)NC(C)C,94,101,117,106,111,110,114,105,105
O=C1NC2=C(C(=O)c3ccccc32)C(c2ccc3c(c2)OCO3)N1 (stereo not given),108,116,107,105,104,111,104,104,115

# An excerpt of the results above:
SMILES,HCT-116,OVCAR-4,HT29,HCT-15,SW-620,KM12,IGROV1,SK-OV-3,COLO 205
N#C/C(=C1C=C/C(=N/O)C(Br)=C/1)c1ccccc1,-15*,42,9.0*,23,13,-33*,4.8*,29,83
O=C1OC(c2ccccc2)=N/C1=C\c1cccc([N+](=O)[O-])c1,102,110,103,99,113,99,98,107,112
Cc1[nH]nc2c1C(c1ccccc1)N(Cc1ccccc1)OC2 (stereo not given),99,96,105,100,108,105,103,113,107
C=C(C)[C@@H]1CC[C@]2(C)[C@H](CC[C@@H]3[C@@H]([C@@](C)(O)CCC=C(C)C)CC[C@]32C)[C@@]1(C)CCC(=O)O,-39*[100 µM],x,2.7*[100 µM],-16*[100 µM],0.9*[100 µM],-55*[100 µM],-24*[100 µM],18[100 µM],-69*[100 µM]
COc1cccc(NC(=O)[C@H](C(C)C)n2c(=O)[nH]c3ccccc3c2=O)c1,113,105,101,104,103,104,113,101,108
CC1=NN(c2cccc(Cl)c2)C(=O)/C1=C\c1coc2ccccc2c1=O,106,100,115,93,99,113,106,104,138
c1ccc(Cc2ccccc2)cc1,114,109,118,99,106,99,x,113,125
Cc1cc(Cl)ccc1NS(=O)(=O)c1ccc(-c2cnc(C3CC3)o2)cc1,13,40,5.0*,14,22,16,23,51,-11*
O=C(COc1cccc(/C=C2\Cc3ccc(Cl)cc3C2=O)c1)Nc1nc2ccccc2s1,88,104,114,94,109,118,48,112,113
CC(C)CCN1C(=O)C(O)(CC(=O)c2ccc(C#N)cc2)c2ccccc21 (stereo not given),101,124,119,108,96,86,x,120,110
O=S(O)(O)=S,104,113,102,110,101,96,105,106,115
c1ccc(Nc2c(-c3c[nH]c4ccccc34)nc3sc4ccccc4n23)cc1,93,92,107,104,96,100,91,93,105
O=c1oc2ccccc2cc1-c1cc2ccccc2[nH]1,102,91,105,100,105,97,70,85,122
CN1C(=O)/C(=C/c2nc(-c3ccccc3F)n3ccccc23)c2ccccc21,76,74,67,96,85,97,55,87,105
